SR-BI uptake up: enhances SR-BI lipid uptake from DiI-HDL; CHO ldlA[mSR-BI] cells, DiI-HDL uptake fluorescence, 3 h; 100 = double the neutral-control signal; hit rate 0.096% among 320,000; AID 504775; activation, % at 12.5 µM;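 active = mean replicate activation of at least 60% and every replicate at or above 60%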;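 note: 0% = median plate neutral-control signal and 100% = twice that signal; values of inactives mirror those of a sister screen read the other way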
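System: LDL receptor-deficient CHO ldlA cells overexpressing murine SR-BI | Timing: 3 h uptake period with compound, 37 °C | Medium: HEPES-buffered (25 mM, pH 7.4) F12 plus 0.5% BSA | Dosing: Single-point compound dose | Signal: Bottom-read fluorescence, 550/595 nm | Read-out: Retained DiI signal reflecting DiI-HDL uptake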
Pemphigus Ab inh: inhibitors of pemphigus antibody binding to human desmoglein-3; P32926; hit rate 0.48% among 310,000; AID 588358; binding (percent of control), % at 10 µM; DSG3-coupled beads, scFv-anti-DSG3-GFP binding, flow cytometry; active compounds read low;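 active = binding more than 3 SD below its plate's average and above zero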;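 note: hits lower antibody fragment binding to DSG3; some compounds called inactive have numbers as strong as hits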
PKA-R1A act: activators of PKA-R1A complex; P00514+P68181; PKA-R1A dissociation, Cy5-IP20 fluorescence polarization; scaled: DMSO 0%, 113 µM cGMP 100%; activation, % at 11.4 µM; hit rate 0.083% among 340,000; AID 504707;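 active = percent activation above the mean of all tested compounds plus 3 SD, cut at about 19% in these data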;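 note: higher means more PKAc released from R1A so a rise in polarization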
MITF TRPM1 HTS: MITF TRPM1 promoter activation in melanoma cells; SK-MEL-5 TRPM1-promoter luciferase, 24 h; % of positive control, neutral wells = 0; hit rate 0.75% among 300,000; activation, % at 12.5 µM;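 active = mean activation of at least 80% with every replicate also reaching 80%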;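 note: 0% = neutral control wells and 100% = parthenolide positive control wells; values of inactives mirror those of a sister screen read the other way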
CDK5 inh: inhibitors of human CDK5/p35 kinase. AID 488839. Recombinant CDK5/p35, ADP-Glo luminescence, 60 min. Q00535+Q15078. hit rate 0.01% among 330,000. inhibition, % at 10 µM;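 active = highest replicate inhibition of at least 50% and at least 75% of replicates reaching 50%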;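 note: plate controls were DMSO neutral control for no effect and GW8510 at 10 µM for full effect; many of its hits are not listed in these tables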
Target sequence (Q00535 whole entry, looked up): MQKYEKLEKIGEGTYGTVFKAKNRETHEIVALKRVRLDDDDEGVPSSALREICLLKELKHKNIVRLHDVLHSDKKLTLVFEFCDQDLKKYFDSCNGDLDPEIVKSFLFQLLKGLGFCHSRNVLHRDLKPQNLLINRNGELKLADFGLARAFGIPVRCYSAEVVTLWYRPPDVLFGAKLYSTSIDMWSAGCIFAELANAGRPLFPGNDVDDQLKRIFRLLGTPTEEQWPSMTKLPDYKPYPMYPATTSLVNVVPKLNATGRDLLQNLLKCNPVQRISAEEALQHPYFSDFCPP
Target sequence (Q15078 whole entry, looked up): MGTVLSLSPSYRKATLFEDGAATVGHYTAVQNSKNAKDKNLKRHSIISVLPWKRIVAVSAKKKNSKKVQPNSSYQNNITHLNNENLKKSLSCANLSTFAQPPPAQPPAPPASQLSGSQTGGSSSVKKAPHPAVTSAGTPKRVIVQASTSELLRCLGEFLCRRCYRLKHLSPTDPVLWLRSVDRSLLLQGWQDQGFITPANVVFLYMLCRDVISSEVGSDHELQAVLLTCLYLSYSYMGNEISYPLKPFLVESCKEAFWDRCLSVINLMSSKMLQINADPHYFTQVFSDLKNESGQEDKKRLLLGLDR
SR-BI DiI inh: mouse SR-BI HDL lipid transfer inhibition. Q61009. ldlA[mSR-BI] CHO cells, DiI-HDL uptake fluorescence, 3 h. inhibition, % at 12.5 µM. hit rate 0.96% among 320,000;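 active = mean replicate inhibition of at least 70% and a set share of replicates each scoring 70 or more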;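 note: 0% = median of neutral control wells and 100% = median of positive control wells; values of inactives mirror those of a sister screen read the other way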
Arrestin-AP2 inh: blocks beta-arrestin peptide binding to AP2 adaptin. FITC-arrestin peptide / GST-AP2 beads, flow cytometry; AP2 beta2 appendage carries R879A mutation. inhibition, % at 10 µM. hit rate 0.31% among 340,000;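 active = inhibition above a set limit, near 3 SD of compounds lacking own fluorescence, cut at about 54% in these data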;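 note: plate controls were DMSO wells for no effect and 5 µM unlabelled arrestin peptide for full effect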
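Measured by: flow cytometry, FL1 (488/535 nm); Material: AP2 appendage R879A on GSH beads; Evaluation: percent response; Timing: pre-incubation 12 min, peptide binding 1 h, room temperature; Also added: 50 nM FITC-arrestin peptide; Medium: PBS with 0.05% Tween 20 and 0.1% BSA.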
Mot1-301 SUMO: inhibitors of SUMOylation pathway: yeast Mot1-301 growth rescue | S. cerevisiae Mot1-301 growth rescue, ATP luminescence, 38.5C; percent above DMSO median, 100 means doubled | growth rescue, % at 18.8 µM | hit rate 1% among 320,000;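 active = every valid replicate shows activation above 250% relative to neutral control wells; inactive = the rest, any valid replicate at or below 250%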;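 note: OY570 slx delta 5 strain wells were the positive control but not used for scaling; some compounds called inactive have numbers as strong as hits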
PKA-R2B activ: PKA-R2B complex activation. activation, % at 11.4 µM. hit rate 0.079% among 340,000. PKA-R2B holoenzyme dissociation, Cy5-IP20 fluorescence polarization; R2B truncated from residue 108, S112A mutant; 0% DMSO only, 100% 113 µM cGMP. P22694+P31323;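 active = activation above a cutoff set at the mean over all compounds plus 3 SD, cut at about 18% in these data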;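 note: higher means more holoenzyme dissociation and a rise in polarization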
NSD2 HMT inh: blocks human histone methyltransferase NSD2 | O96028 | NSD2 peptide methylation, AlphaScreen, 120 min | inhibition, % at 12.5 µM | hit rate 0.54% among 310,000 | AID 743445; in the data active = inhibition above about 50%
dFosB activator: enhances mouse delta FosB homodimer DNA binding; hit rate 0.99% among 340,000; P13346; activation, % at 25 µM; purified delta FosB, TAMRA-CDK5 oligo fluorescence polarization; percent of positive-control signal above neutral wells;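 active = mean activation above about 17%, with every replicate also reaching it, limit read from the data, passing the limit was not always enough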;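 note: fluorescence polarization rise as delta FosB binds a TAMRA Cdk5 AP-1 oligo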
Target sequence (P13346 whole entry, looked up): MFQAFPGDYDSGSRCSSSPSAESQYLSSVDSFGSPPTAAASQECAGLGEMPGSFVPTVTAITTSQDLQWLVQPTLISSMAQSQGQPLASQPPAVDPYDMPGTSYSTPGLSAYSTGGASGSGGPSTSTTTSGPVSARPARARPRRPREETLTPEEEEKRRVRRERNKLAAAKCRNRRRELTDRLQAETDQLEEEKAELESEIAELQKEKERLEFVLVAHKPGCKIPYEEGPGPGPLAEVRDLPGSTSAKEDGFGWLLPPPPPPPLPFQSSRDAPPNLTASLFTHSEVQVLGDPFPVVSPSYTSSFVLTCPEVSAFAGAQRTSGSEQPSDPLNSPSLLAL
* hit, by the source's call; . = not tested or not shown. This is a random part of the collection; about 4.7% have a hit in one of these screens.

nr	SMILES	NSD2 HMT inh	PKA-R2B activ	Arrestin-AP2 inh	CDK5 inh	Mot1-301 SUMO	PKA-R1A act
1	CC(=O)c1ccc(NC(=O)c2ccc(N3CCCC3=O)cc2)cc1	1	2	22	-0.7	.	-9
2	CCc1ccc2[nH]c(=O)c(C(c3nnnn3Cc3ccco3)N3CCC(C)CC3)cc2c1 (stereo not drawn)	32	-4	3	1.6	160	-4
3	O=C1c2cccc(OCc3ccc(F)cc3)c2CCN1Cc1ccc(F)cc1	-3	-14	-4	1.8	4	-2
4	Oc1c(CN2CCCCC2)ccc2cccnc12	.	0	42	-1.8	.	1
5	C=CCNC(=S)Nc1ccc(Cl)cc1	-1	-3	33	0.1	5	-3
6	Cc1ccc(S(=O)(=O)N2CCC3(CC2)OCCO3)cc1	-3	-8	24	-1.9	11	-5
7	Cc1cccc(CN2CCc3c(OCC(=O)NCc4ccco4)cccc3C2=O)c1	0	-4	-20	-0.8	4	6
8	COc1cccc(CNCCNC(=O)c2nonc2N)c1	2	1	-5	-0.2	-3	9
9	CCN(CC)c1nc(-c2ccccc2)nc2c1sc(=S)n2CC	-3	1	26	-3.3	-9	2
10	Cc1nccn1CCOc1ccccc1Cl	-1	3	-13	-0.3	-8	5
11	c1cncc(N=c2scc(-c3cccc4ccccc34)n2CCCn2ccnc2)c1	12	0	9	0.0	-5	-3
12	N#Cc1c(NC(=O)C2CCCO2)sc2c1CCCCCC2 (stereo not drawn)	0	6	4	-0.6	-3	7
13	COc1ccc(C2c3cc(OC)c(OC)cc3CCN2S(C)(=O)=O)cc1OC (stereo not drawn)	2	.	-9	-5.2	.	.
14	N#CCCN(Cc1cccnc1)C(=O)Nc1ccccc1	-2	-9	-1	-0.8	3	-15
15	CNC(=O)COC(=O)c1cccc(S(=O)(=O)N2CCN(c3ccc(F)cc3)CC2)c1	-2	-7	-7	-0.6	-7	-5

nr	dFosB activator	SR-BI DiI inh	Pemphigus Ab inh	SR-BI uptake up	MITF TRPM1 HTS
1	-10	43	94	-43	6
2	-12	-8	100	8	.
3	-4	18	97	-18	-10
4	-5	7	123	-7	-77
5	0	-4	100	4	11
6	-8	-22	103	22	16
7	-4	9	99	-9	-8
8	2	-32	116	32	-3
9	-5	19	115	-19	-15
10	-4	-13	96	13	4
11	-14	-24	102	24	-3
12	8	24	95	-24	7
13	-9	-11	.	11	7
14	2	-1	100	1	-1
15	2	-6	79	6	-2

Next section
nr	SMILES	NSD2 HMT inh	PKA-R2B activ	Arrestin-AP2 inh	CDK5 inh	Mot1-301 SUMO	PKA-R1A act
16	COc1cc(OC)c2c3c(c(C4CCCCC4)nc2c1)CCCC3	.	-7	1	-0.4	.	-16
17	O=C(CCS(=O)(=O)c1ccccc1)Nc1ccc(S(=O)(=O)Nc2ncccn2)cc1	2	0	30	-0.3	2	6
18	COCCCN(CCCN)Cc1ccco1	-2	-9	-6	.	-7	3
19	Cc1cc(C)c2sc(N(CCCN(C)C)C(=O)COc3ccc(Cl)cc3)nc2c1	-2	-10	-3	1.2	-26	-5
20	C=CCN(CC(=O)NCc1ccc(OC)cc1)C(=O)c1csnn1	-2	-2	16	0.8	-3	-14
21	CC(C)(C)c1cc(C2=CSC3=NCCN23)cc(C(C)(C)C)c1O	-2	-1	-5	1.4	26	-1
22	Cc1ccc(C(C(=O)NCC2CCCO2)N(C(=O)c2snc(C(N)=O)c2N)c2ccccc2)o1 (stereo not drawn)	-1	-5	-6	1.3	-21	5
23	Cc1ccc(NC(=O)CCc2c[nH]c3ccccc23)nc1	4	3	-5	1.9	0	-5
24	O=S(=O)(O)c1cc(O)c2c(O)c(N=Nc3cc(Cl)ccc3O)c(S(=O)(=O)O)cc2c1	.	0	15	6.7	17	1
25	O=C(Oc1ccc2ccc(=O)oc2c1)c1ccc([N+](=O)[O-])cc1	0	6	-1	-0.4	-5	-3
26	O=C1CCc2cc(S(=O)(=O)NCc3ccc(Cl)cc3)cc3c2N1CC3	-2	-2	-2	1.5	187	-5
27	CC1CC(C)(C)Nc2ccc(N=O)cc21 (stereo not drawn)	7	5	-5	3.6	.	-2
28	COc1ccc(CCn2c(-c3cc([N+](=O)[O-])cc([N+](=O)[O-])c3)nc3nc4ccccc4nc32)cc1OC	7	4	-1	-0.8	-19	-13
29	O=C(NC(=O)c1ccccc1)Nc1ccccc1O	-1	-5	28	0.3	24	5
30	COc1ccccc1OCCSc1nc2ccc([N+](=O)[O-])cc2s1	1	-24	15	-1.3	-6	-21

nr	dFosB activator	SR-BI DiI inh	Pemphigus Ab inh	SR-BI uptake up	MITF TRPM1 HTS
16	7	26	91	-26	-25
17	1	.	.	.	-1
18	-2	-11	103	11	0
19	-58	3	101	-3	-56
20	1	-14	88	14	-1
21	2	1	100	-1	18
22	-15	-13	.	13	27
23	-8	19	98	-19	-9
24	6	2	87	-2	-50
25	1	-34	108	34	.
26	-3	40	114	-40	7
27	0	-8	101	8	-61
28	-8	7	125	-7	-13
29	5	-19	116	19	46
30	-3	7	101	-7	-11

Values by screen from above:
SR-BI DiI inh for entries 20–29, in order: -14, 1, -13, 19, 2, -34, 40, -8, 7, -19
dFosB activator for entries 20–29, in order: 1, 2, -15, -8, 6, 1, -3, 0, -8, 5
Arrestin-AP2 inh for entries 20–29, in order: 16, -5, -6, -5, 15, -1, -2, -5, -1, 28

From compound 16 as far as 18, copied from above:
nr	SMILES	NSD2 HMT inh	PKA-R2B activ	Arrestin-AP2 inh	CDK5 inh	Mot1-301 SUMO	PKA-R1A act
16	COc1cc(OC)c2c3c(c(C4CCCCC4)nc2c1)CCCC3	.	-7	1	-0.4	.	-16
17	O=C(CCS(=O)(=O)c1ccccc1)Nc1ccc(S(=O)(=O)Nc2ncccn2)cc1	2	0	30	-0.3	2	6
18	COCCCN(CCCN)Cc1ccco1	-2	-9	-6	.	-7	3

nr	dFosB activator	SR-BI DiI inh	Pemphigus Ab inh	SR-BI uptake up	MITF TRPM1 HTS
16	7	26	91	-26	-25
17	1	.	.	.	-1
18	-2	-11	103	11	0

(list continues)
nr	SMILES	NSD2 HMT inh	PKA-R2B activ	Arrestin-AP2 inh	CDK5 inh	Mot1-301 SUMO	PKA-R1A act
31	O=C(Nn1cnc2ccccc2c1=O)c1ccccc1[N+](=O)[O-]	-1	8	-29	1.0	9	4
32	CCN1CCN(C(=O)c2cc3c(=O)oc4ccc(C)cc4c3s2)CC1	.	2	0	2.1	-13	-2
33	COc1ccc(S(=O)(=O)N(C)c2ccc(C(=O)N3CCOCC3)cc2)cc1	-1	-5	-4	-0.5	97	-4
34	COc1ccc(C(=O)N/C(=C\c2ccc(OC)c(OC)c2)C(=O)N2CCCCC2)cc1	-2	-1	19	-0.8	-19	2
35	Cn1c(SCc2ccccn2)nnc1-c1ccncc1	1	7	4	-0.3	0	0
36	CSc1cccc(NC(=O)CN(C)S(=O)(=O)c2ccc(C)cc2)c1	-1	-11	-5	-3.8	-9	-9
37	CCOc1ccc(NC(=O)CSc2ccc(-c3ccccn3)nn2)cc1	-1	-7	-3	0.2	8	3
38	CCCCOc1ccc(-c2c(C(=O)Nc3ccccc3)c(C)[nH]c(=S)c2C#N)cc1	-9	10	6	1.3	-1	10
39	Oc1[nH]c2ccccc2c1/C=N/c1nccs1	17	-2	15	2.6	-1	8
40	COc1ccc(Cl)c2sc(N3CCN(C(C)=O)CC3)nc12	-8	2	1	1.7	7	-5
41	N#Cc1ccccc1	.	-4	11	-1.8	-2	9
42	CC(=O)Nc1ccc(CN2CCN(C3CCCC3)C(CCO)C2)cc1 (stereo not drawn)	-2	0	46	-0.2	0	7
43	Cc1ccnc(NS(=O)(=O)c2ccc(NC(=O)C(C)(C)C)cc2)n1	-2	4	0	-0.6	-6	-7
44	O=C(CCS(=O)(=O)c1ccccc1)N1CCCc2ccccc21	22	2	11	0.2	11	-9
45	COc1ccccc1COC(=O)CN1C(=O)NC2(CCCCC2C)C1=O (stereo not drawn)	0	4	-7	-0.2	.	-3
46	NC(Cc1ccc2nsnc2c1)C(=O)O (stereo not drawn)	-2	3	3	-1.2	283	-6

nr	dFosB activator	SR-BI DiI inh	Pemphigus Ab inh	SR-BI uptake up	MITF TRPM1 HTS
31	11	-6	79	6	10
32	-7	-2	111	2	8
33	3	6	107	-6	-9
34	-7	.	107	.	5
35	1	-11	97	11	-1
36	-2	33	104	-33	-10
37	-3	43	100	-43	-3
38	-13	37	91	-37	7
39	7	23	121	-23	56
40	-6	13	106	-13	-9
41	0	-4	99	4	4
42	5	-21	106	21	-8
43	6	.	101	.	5
44	-9	-7	106	7	23
45	-9	-7	103	7	12
46	-1	-28	101	28	-1
